Screening results: PubChem, Southern Research Specialized Biocontainment Screening Center
UTI89 phage lysis: inhibition of K1F phage lysis, E. coli UTI89, bacterial capsule biogenesis inhibitors, alamar blue (AID 488966); E. coli UTI89 K1F phage lysis, alamar blue, 2 h; higher % means a stronger effect; inhibition, % at 100 µM, or IC50 in µM where a hit was titrated; 340,000 tested, 0.02% active;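 active = phage lysis inhibition, versus mean bacterial control, above a set limit; inconclusive = no clear call, values can overlap the other calls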;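 note: capsule biogenesis inhibitors block K1F phage lysis so surviving cells raise fluorescence; higher fluorescence means more inhibition of phage lysis; actives were called in the ten point dose series up to 300 µM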
The depositor's hits bear a star; i = inactive; ? = inconclusive; & = joins results of further samples; [ ] = dose if it differs, or a comment.

SMILES	UTI89 phage lysis
COc1ccc(OC)c(N2C(=O)CC(=O)NC2=O)c1	0.1%
CC(=O)OCC(=O)[C@H]1CC[C@H]2[C@@H]3CC[C@H]4C[C@H](O)CC[C@]4(C)[C@H]3C(=O)C[C@]12C	-2.1%
COC(=O)C1=C(c2ccc(F)cc2F)C[C@@H]2CC[C@H]1N2C(=O)NCCOc1ccc(OC)cc1	0.0%
CC(=O)N1CCN(Cc2ccc(Cl)nc2)CC1	-0.1%
c1ccc2c(CN3CCOCC3)c[nH]c2c1	-0.2%
BrCC(Br)C1CCC(Br)C(Br)C1 (stereo unspecified)	-0.5%
CN1CCC(OC(=O)c2cccc(F)c2)CC1	0.1%
CN(C)C1(CNC(=O)c2ccc(NS(=O)(=O)c3ccc(Cl)c(Cl)c3)cc2)CCCCC1	0.4%[50 µM]
Cc1noc(C)c1CC(=O)N1CCCC(N2CCN(c3ccccc3F)CC2)C1 (stereo unspecified)	0.9%[50 µM]
O=C(Nc1ccccc1)c1c(O)[nH]c(=S)[nH]c1=O	-2.2%
COC1=CC=C2[C@H]3Cc4ccc(OC)c5c4[C@@]2(CCN3C)C1O5 (stereo partly specified)	0.5%
COC1C(O)C(C)OC(OC2CCC3(C=O)C(CCC4C3CCC3(C)C(C5=CC(=O)OC5)CCC43O)C2)C1O (stereo unspecified)	3.7%
CC1CCC(N(C)C2CCN(C)CC2)CC1 (stereo unspecified)	-0.7%
Cc1c(Oc2cc(NN3CCCCC3)c([N+](=O)[O-])cc2[N+](=O)[O-])cccc1[N+](=O)[O-]	1.7%
CC(C)c1onc(C(=O)N2CCC3(CC2)OCCO3)c1[N+](=O)[O-]	0.5%
CC(C)CC(N(C)C)C1(c2ccc(Cl)cc2)CCC1 (stereo unspecified)	0.0%&2.2%
CCOC(=O)[C@]12Cc3cc(C)ccc3[C@H]1N(Cc1ccccc1)C(=O)c1ccccc12	6.6%
COC(=O)c1ccc(CN2CCSC2=N)cc1	0.2%
C=CCn1c(O)c(/C=C2/C=c3ccccc3=N2)c(=O)[nH]c1=S	-0.9%
N/C(=N/[N+](=O)[O-])N1CCN(C(=O)Oc2ccc([N+](=O)[O-])cc2)CC1	-0.9%[50 µM]
C[N+](C)(C)CC#CCN1CCCC1=O	0.1%
CCC1(CC)C(=O)C=CNC1=O	-1.5%
O=C(O)C1CC2(Cl)C(Cl)=C(Cl)C1(Cl)C2(Cl)Cl (stereo unspecified)	?
COC(=O)C1=C(c2ccc(OC(F)(F)F)cc2)C[C@@H]2CC[C@H]1N2C(=O)NC1Cc2ccccc2C1	2.1%
C=C(C)C1(CCCC)C(=O)NC(=S)NC1=O	2.2%
COc1cccc(C2CCN(CC(=O)Nc3cc(Cl)ccc3OC)CC2O)c1 (stereo unspecified)	0.1%
C/C=C/c1ccc2c(c1)OCO2	-1.1%
COC(=O)C1=C(c2ccc(F)cc2F)C[C@@H]2CC[C@H]1N2C(=O)NCCO	0.9%
Cc1ccccc1C(=O)N1CC1C (stereo unspecified)	2.5%
COC1C(O)C(C)OC(OC2CCC3(C)C(CCC4C3C(O)CC3(C)C(C5=CC(=O)OC5)CCC43O)C2)C1O (stereo unspecified)	2.6%

By substructure, the entries above containing a nitro group on carbon.
SMILES	UTI89 phage lysis
Cc1c(Oc2cc(NN3CCCCC3)c([N+](=O)[O-])cc2[N+](=O)[O-])cccc1[N+](=O)[O-]	1.7%
CC(C)c1onc(C(=O)N2CCC3(CC2)OCCO3)c1[N+](=O)[O-]	0.5%
N/C(=N/[N+](=O)[O-])N1CCN(C(=O)Oc2ccc([N+](=O)[O-])cc2)CC1	-0.9%[50 µM]

More structures.
SMILES	UTI89 phage lysis
N#C/C(=C\c1ccc(O)cc1)C(=O)O	1.7%
COC(=O)C1=C(c2ccc3ccccc3c2)C[C@@H]2CC[C@H]1N2C(=O)NCc1ccc(C(F)(F)F)cc1	1.0%
CC1CNCCN1c1ccc(Cl)cc1 (stereo unspecified)	-2.3%
N#CC1=C(N)Oc2c(c(=O)oc3ccccc23)C1c1ccc(OC(=O)N2CCOCC2)cc1 (stereo unspecified)	0.6%
CCOC(=O)CSc1ccc(C(=O)N2CCC3(CC2)OCCO3)cc1[N+](=O)[O-]	0.4%
CC1OC(C[N+](C)(C)C)CC1O (stereo unspecified)	1.9%
CC1CCC(N2CCN(C(=O)COc3ccccc3)CC2)CC1 (stereo unspecified)	0.2%
COc1ccccc1N1CCN(CCc2c[nH]c3cc4c(cc23)OCO4)CC1	1.7%
O=c1c2ccccc2nc(/C=C/c2ccccc2O)n1-c1ccccc1O	0.3%
CCCNC(=O)N1[C@H]2CC[C@@H]1C(C(=O)OC)=C(c1c(C)noc1C)C2	-1.1%
CN1CC(C#N)C2(O)c3ccccc3CCC2C1 (stereo unspecified)	0.5%
COc1ccc2ccccc2c1CNCCc1ccccc1	1.2%
COC(=O)C1=C(c2ccc(OC)c(OC)c2)C[C@@H]2CC[C@H]1N2C(=O)NC1CCCCC1	0.2%
CCC1C(C#N)=C(N)Oc2c1c(=O)oc1ccccc21 (stereo unspecified)	0.3%
COC(=O)C1=C(c2ccccc2OCc2ccccc2)C[C@@H]2CC[C@H]1N2C(=O)NCc1ccc([N+](=O)[O-])cc1	0.1%
O=C1N[C@H](Cc2ccccc2)C(=O)N2[C@@H]3[C@H](C[C@@H]12)c1ccccc1N3OOSc1ccccc1	-0.4%
COC(=O)C1=C(c2ccc(-c3ccccc3)c(F)c2)C[C@@H]2CC[C@H]1N2C(=O)NCCNC(C)=O	0.2%
Cc1cnc(-n2c(=S)[nH]c3ccccc3c2=O)s1	-0.1%
COc1cc(-c2ccc(N)c(OC)c2)ccc1N	0.2%
COC(=O)C1=C(c2ccc(C(C)=O)cc2)C[C@@H]2CC[C@H]1N2C(=O)NCCNC(C)=O	0.9%
CCOC(C[n+]1c(-c2ccccc2)cc(C)cc1-c1ccccc1)OCC	1.6%
Cn1c(O)c(/C=C2\C=Nc3ccccc32)c(=O)n(C)c1=O	0.0%
COc1ccc(NP2(=O)NCCCN2)cc1	0.9%
Cc1ccc2[nH]c(C)c(CCNCc3ccco3)c2c1	0.2%
O=c1[nH]c(O)c(/C=C2\C=Nc3ccc(OCc4ccccc4)cc32)c(=O)[nH]1	2.8%
Cc1ccccc1CN1CCCN(Cc2ccc(Cl)cc2)S1(=O)=O	0.3%
COc1ccc(CCC(=O)NCCc2cnc[nH]2)cc1	1.0%[50 µM]
COc1ccc(-n2nc(C(=O)NCC(=O)N3CCC4(CC3)OCCO4)c3ccccc3c2=O)cc1Cl	0.0%
Cc1cc(O)c(CN2CC=C(c3ccccc3)CC2)cc1C(C)C	0.1%
CC(C)[C@]12CC(=O)[C@H](C)[C@H]1C2	-1.0%
COc1ccccc1OC(=O)c1ccc(C)c(S(=O)(=O)N2CCOCC2)c1	-0.3%
CC(C)(O)C(=O)Nc1ccc([N+](=O)[O-])c(C(F)(F)F)c1	-1.2%
CC(Cc1ccccc1)NC=O (stereo unspecified)	4.7%
COC(=O)C1=C(c2ccc(S(C)(=O)=O)cc2)C[C@@H]2CC[C@H]1N2C(=O)NCc1ccc(F)cc1	0.4%
CCOC(=O)C1(c2ccccc2)CCN(CCC(=O)Nc2ccccc2OC)CC1	0.3%
COC(=O)C1=C(c2ccc(OC)c(OC)c2)C[C@@H]2CC[C@H]1N2C(=O)NC1Cc2ccccc2C1	0.2%
C=CCn1c(C)c(C=C2C(=O)NC(=O)NC2=O)c2ccccc21	-0.5%
COc1cccc(N2C(=O)NC(=O)/C(=C\c3cn(C)c4ccccc34)C2=O)c1	-0.1%
COc1ccccc1N1CCN(CCc2ccccc2)CC1	0.5%
O=[N+]([O-])c1ccccc1CN1CC=C(c2ccc(F)cc2)CC1	i
COC(=O)C1=C(c2ccc(F)cc2F)C[C@@H]2CC[C@H]1N2C(=O)NCc1ccco1	1.7%
CCC1=Nc2cc(C(=O)N3CCC4(CC3)OCCO4)ccc2Sc2ccccc21	0.1%
C[C@]12CCC3C(CC[C@H]4C[C@H](O)[C@H](O)C[C@]34C)C1CC[C@@H]2O (stereo partly specified)	3.6%
CN1CC[C@@]2(C)c3cc(O)ccc3N(C)[C@@H]12	1.2%&-1.2%
CCc1nccc2c1[nH]c1ccccc12	0.6%
Cc1cccc(CC(c2cccc(C)c2)N(C)C)c1 (stereo unspecified)	-0.6%
COC(=O)C1=C(c2cccc(C#N)c2)C[C@@H]2CC[C@H]1N2C(=O)N1CCOCC1	-1.4%
COC(=O)C1=C(c2cccc(C#N)c2)C[C@@H]2CC[C@H]1N2C(=O)NCCNC(C)=O	1.6%
CC(=O)OC1CC2(O)C3CCC4CC(O)CCC4(C)C3CCC2(C)C1C1=CC(=O)OC1 (stereo unspecified)	0.7%
COC(=O)C1=C(c2ccc(-c3ccccc3)c(F)c2)C[C@@H]2CC[C@H]1N2C(=O)NC(C)C	0.6%

Next section.
SMILES	UTI89 phage lysis
COc1ccc(NC(=O)N2C[C@@H]3C[C@@H](C2)c2cccc(=O)n2C3)cc1	6.8%
CC(=O)N(C)C1=Nc2ccc(Cl)cc2C(c2ccccc2)=[N+]([O-])C1	1.8%
CC1OC(OC2C=C3CCC4C(CCC5(C)C(c6ccc(=O)oc6)CCC45O)C3(C)CC2)C(O)C(OC2OC(CO)C(O)C(O)C2O)C1O (stereo unspecified)	3.5%
COC(=O)C1=C(c2ccc(OC(F)(F)F)cc2)C[C@@H]2CC[C@H]1N2C(=O)NCCNC(C)=O	-0.2%
C#CCN[C@H](C)Cc1ccccc1	0.7%
CCN1CCN(Cc2cc(OC)c3c(c2)OCO3)CC1	-1.8%
CC(=O)OC1C(=O)OCC23CCC4(C)OC4C2OC2CC(OC(=O)C=CC=CC(=O)OCCC1C)C3(C)C21CO1 (stereo unspecified)	3.3%
CCC1CN1P(=O)(c1ccccc1)N1CC1CC (stereo unspecified)	1.5%
COC(=O)C1=C(c2cc3ccccc3s2)C[C@@H]2CC[C@H]1N2C(=O)NC1CC1	0.7%
COC(=O)C1=C(c2ccc(-c3ccccc3)c(F)c2)C[C@@H]2CC[C@H]1N2C(=O)NCCOc1ccccc1Cl	0.5%
COc1cc2c(cc1OC)C13CCN4CC5=CCOC6CC(=O)N2C1C6C5C3C4 (stereo unspecified) (tested in a mixture with another compound)	-2.9%
Cn1cc(C(=O)OCC(=O)NC2(C#N)CCCCC2)c2ccccc21	1.2%[50 µM]
COC1=C[C@@H]2C3=C([C@@H]2C1=O)[C@@H](NC(C)=O)CCc1cc(OC)c(OC)c(OC)c13	-2.9%
COc1cc(CNCCc2c[nH]c3ccccc23)cc(OC)c1	0.1%
O=c1[nH]c(=S)[nH]c(O)c1/C=C1/C=c2ccccc2=N1	0.9%

Compounds from the list above with an aryl methoxy group:
SMILES	UTI89 phage lysis
COc1ccc(OC)c(N2C(=O)CC(=O)NC2=O)c1	0.1%
COC(=O)C1=C(c2ccc(F)cc2F)C[C@@H]2CC[C@H]1N2C(=O)NCCOc1ccc(OC)cc1	0.0%
COC1=CC=C2[C@H]3Cc4ccc(OC)c5c4[C@@]2(CCN3C)C1O5 (stereo partly specified)	0.5%
COc1cccc(C2CCN(CC(=O)Nc3cc(Cl)ccc3OC)CC2O)c1 (stereo unspecified)	0.1%
COc1ccccc1N1CCN(CCc2c[nH]c3cc4c(cc23)OCO4)CC1	1.7%
COc1ccc2ccccc2c1CNCCc1ccccc1	1.2%
COC(=O)C1=C(c2ccc(OC)c(OC)c2)C[C@@H]2CC[C@H]1N2C(=O)NC1CCCCC1	0.2%
COc1cc(-c2ccc(N)c(OC)c2)ccc1N	0.2%
COc1ccc(NP2(=O)NCCCN2)cc1	0.9%
COc1ccc(CCC(=O)NCCc2cnc[nH]2)cc1	1.0%[50 µM]
COc1ccc(-n2nc(C(=O)NCC(=O)N3CCC4(CC3)OCCO4)c3ccccc3c2=O)cc1Cl	0.0%
COc1ccccc1OC(=O)c1ccc(C)c(S(=O)(=O)N2CCOCC2)c1	-0.3%
CCOC(=O)C1(c2ccccc2)CCN(CCC(=O)Nc2ccccc2OC)CC1	0.3%
COC(=O)C1=C(c2ccc(OC)c(OC)c2)C[C@@H]2CC[C@H]1N2C(=O)NC1Cc2ccccc2C1	0.2%
COc1cccc(N2C(=O)NC(=O)/C(=C\c3cn(C)c4ccccc34)C2=O)c1	-0.1%
COc1ccccc1N1CCN(CCc2ccccc2)CC1	0.5%
COc1ccc(NC(=O)N2C[C@@H]3C[C@@H](C2)c2cccc(=O)n2C3)cc1	6.8%
CCN1CCN(Cc2cc(OC)c3c(c2)OCO3)CC1	-1.8%
COc1cc2c(cc1OC)C13CCN4CC5=CCOC6CC(=O)N2C1C6C5C3C4 (stereo unspecified) (tested in a mixture with another compound)	-2.9%
COC1=C[C@@H]2C3=C([C@@H]2C1=O)[C@@H](NC(C)=O)CCc1cc(OC)c(OC)c(OC)c13	-2.9%
COc1cc(CNCCc2c[nH]c3ccccc23)cc(OC)c1	0.1%

These rows are one share of the data; count on the stated rates, not on these rows.
